Bim-Bcl-XL: human Bim-Bcl-XL interaction inhibition | Q07817 | Bim peptide-Bcl-XL binding, bead flow cytometry, fluorescence | inhibition, % at 10 µM | hit rate 0.04% among 190,000
Target sequence (Q07817 whole entry, looked up): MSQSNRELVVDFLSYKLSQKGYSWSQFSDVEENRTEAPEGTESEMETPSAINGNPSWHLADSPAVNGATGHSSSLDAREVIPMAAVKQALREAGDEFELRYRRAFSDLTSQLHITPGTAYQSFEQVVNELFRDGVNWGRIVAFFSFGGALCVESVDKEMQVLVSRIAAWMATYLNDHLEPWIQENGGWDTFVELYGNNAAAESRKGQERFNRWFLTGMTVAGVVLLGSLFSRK
ABCG2 block: human ABCG2 inhibition, ABCB1 as counter-screen. Q9UNQ0. IgMXP3 cells, JC-1 efflux, flow cytometry. inhibition, % at 6.6 µM. hit rate 0.1% among 190,000;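 active = inhibition above 80%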;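 also: 0% = DMSO and 100% = nicardipine control wells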
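test system = two drug-resistant human cell lines, ABCG2 and ABCB1 | amount = 3 million cells/mL final, two lines in 1:1 ratio | reagent = JC-1 transporter substrate | doses = one concentration, 6.6 µM final | incubation = 10 min at 25 °C | signal = flow cytometric JC-1 green MFI at 530 nm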
RGS4-Gao reg: modulates binding of RGS4 to human Galphao. Multiplexed bead flow cytometry; actives lie on both sides. binding response (% of control), % at 10 µM. hit rate 0.33% among 220,000. P09471; in the data active = binding response below about 49% or above about 150%; inactive = in between;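 also: fluorescent Galphao activated with aluminum fluoride binding bead-coupled RGS4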
Bfl-1 Bim block: human Bim-Bfl-1 interaction inhibition; inhibition, % at 10 µM; Q16548; Bead-based flow cytometry, Bim-Bfl-1 binding inhibition; hit rate 0.12% among 190,000; AID 1008;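 also: 0% = wells without compound plus tracer and 100% = blocker peptide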
GSH bead fluor: GSH bead compound fluorescence profile. fluorescence (KMESF) at 10 µM. GSH beads flow cytometry, compound fluorescence 488/530 nm; stronger effect = higher value. hit rate 0.25% among 190,000. AID 1776; in the data active = fluorescence above about 89;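 also: glutathione beads carrying GST-tagged Bcl family fusion proteins plus one bare bead set; values are compound well signal with DMSO vehicle wells as background; inactives centre near 16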
RGS7-Gao reg: regulators of human RGS7-Galphao interaction; P09471; Multiplexed bead flow cytometry, RGS7-Galphao binding; actives lie on both sides; binding response (% of control), % at 10 µM; hit rate 0.35% among 220,000; in the data active = binding response below about 49% or above about 150%; inconclusive = no clear call, values can overlap the other calls; inactive = in between;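 also: fluorescent Galphao held in activated GDP-AlF4 state binding bead-coupled RGS7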
ABCB1 block: human ABCB1 inhibition, ABCG2 as counter-screen; P08183; CCRF-Adr cells, JC-1 efflux, flow cytometry; inhibition, % at 6.6 µM; hit rate 0.067% among 190,000; in the data active = inhibition above about 40%;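 also: 0% = vehicle and 100% = reference inhibitor; higher value means more JC-1 retained so stronger ABCB1 efflux block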
Bim-Bcl-B: disrupts Bim peptide binding to human Bcl-B; bead-based flow cytometry; inhibition, % at 10 µM; Q9HD36; hit rate 0.073% among 190,000;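 also: 0% = tracer peptide without compound and 100% = reference inhibitor peptide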
Target sequence (Q9HD36 whole entry, looked up): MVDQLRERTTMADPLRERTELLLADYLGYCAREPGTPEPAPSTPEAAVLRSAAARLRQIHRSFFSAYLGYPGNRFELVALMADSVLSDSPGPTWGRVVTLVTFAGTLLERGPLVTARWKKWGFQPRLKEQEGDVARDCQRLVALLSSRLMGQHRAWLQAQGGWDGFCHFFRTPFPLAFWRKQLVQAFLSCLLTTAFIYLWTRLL
RGS8-Gao: modulates binding of RGS8 to human Galphao; hit rate 0.34% among 220,000; P09471; multiplexed bead flow cytometry; actives lie on both sides; AID 1423; response (percent of control binding), % at 10 µM; in the data active = response below about 60% or above about 140%; inactive = in between;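 also: Galphao activated as the GDP aluminium fluoride complex binding bead-coupled RGS8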
Bcl-W Bim block: disrupts Bim peptide binding to human Bcl-W | inhibition, % at 10 µM | bead-based flow cytometry | AID 952 | hit rate 0.02% among 190,000 | Q92843;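 also: 0% = bound tracer without compound and 100% = peptide blocker; higher means less fluorescent Bim peptide bound to Bcl-W beads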
Target sequence (Q92843 whole entry, looked up): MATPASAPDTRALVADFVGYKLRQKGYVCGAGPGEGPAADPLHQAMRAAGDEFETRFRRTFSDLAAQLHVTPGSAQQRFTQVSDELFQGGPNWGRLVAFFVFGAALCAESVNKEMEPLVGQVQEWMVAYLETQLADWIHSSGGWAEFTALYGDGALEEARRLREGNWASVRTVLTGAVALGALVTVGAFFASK
Bcl-2 Bim block: inhibitors of Bim-Bcl-2 interaction, human; Bead-based flow cytometry, Bim peptide-Bcl-2 binding; hit rate 0.06% among 190,000; inhibition, % at 10 µM; in the data active = inhibition above about 40%; inconclusive = no clear call, values can overlap the other calls;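 also: 0% = no compound wells with probe peptide and 100% = reference peptide inhibitor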
Target sequence (P10415 whole entry, looked up): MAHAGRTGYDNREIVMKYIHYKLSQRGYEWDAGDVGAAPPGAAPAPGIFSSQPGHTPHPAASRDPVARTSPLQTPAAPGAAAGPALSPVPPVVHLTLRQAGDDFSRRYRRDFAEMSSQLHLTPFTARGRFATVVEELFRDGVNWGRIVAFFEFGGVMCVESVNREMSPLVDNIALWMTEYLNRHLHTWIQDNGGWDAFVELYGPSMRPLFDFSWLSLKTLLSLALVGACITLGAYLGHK
Numbers without * were called inactive; ? = inconclusive; / = no result given. Rule as the data show it, unless noted: active = inhibition above about 40%.

SMILES	Bim-Bcl-XL	ABCG2 block	RGS4-Gao reg	Bfl-1 Bim block	GSH bead fluor	RGS7-Gao reg	ABCB1 block	Bim-Bcl-B	RGS8-Gao	Bcl-W Bim block	Bcl-2 Bim block
Cc1cccc(NC(=O)c2ccccn2)c1C	-1	1	105	-1	11	104	0.2	0	102	2	1
COCCNC(=O)CCCn1c(=O)c2cc(OC)c(OC)cc2n(CC(=O)c2ccccc2)c1=O	-2	1	102	-7	16	100	0.3	-5	107	-7	-1
C#CC1(O)CC(C)NCC1(C)CCC#N (configuration not stated)	-4	2	102	-5	5	99	0.2	-4	99	1	0
Cc1c(NC(=O)C2CCCNC2=O)c(=O)n(-c2ccccc2)n1C (configuration not stated)	-14	2	96	-18	33	96	0.7	-7	97	-2	-7
COc1ccc2oc(=O)c(-c3nnc(N)s3)cc2c1	-8	4	103	-2	6	101	0.8	2	103	-6	0
CCN1CCCC1CNC(=O)C(=O)NC(C)c1ccccc1 (configuration not stated)	2	-2	110	1	9	117	-0.6	-4	129	2	-1
COc1ccc(Cn2nnnc2CN2CCOCC2)cc1	-7	9	95	-18	20	94	0.2	-9	98	0	-11
COc1ccc(P(=O)(COc2ccc([N+](=O)[O-])cc2)c2ccc(OC)cc2)cc1	-4	13	93	-14	14	94	1.9	-8	99	-3	-9
O=C(c1ccccc1)c1ccc(OCCCN2CCCCC2)cc1	-1	-6	102	-8	11	101	-3.8	-3	101	1	-6
CC(C)(C)NC(=O)Nc1ccc(F)c(Cl)c1	-1	14	93	-4	13	94	0.9	-4	96	-3	-4
CC(C)Oc1cccc(C(=O)C2CCCN(Cc3ccc(Oc4ncccn4)cc3)C2)c1 (configuration not stated)	-3	-1	103	3	11	103	2.4	0	101	-6	-3
Cc1ccc(CNCC(=O)Nc2cccc(S(=O)(=O)NC3=NCCCCC3)c2)cc1	-8	7	99	-6	16	?	0.6	-8	102	-2	-6
Nc1cc(N)nc(SCc2ccccc2)n1	-3	3	100	-12	26	102	0.9	-14	100	1	-11
CCCOc1ccc(/C(O)=C2/C(=O)C(=O)N(CCCn3ccnc3)C2c2cccs2)cc1 (configuration not stated)	-7	2	110	-1	13	108	0.4	-5	111	-4	5
COC(=O)CSc1nnc(C)n1-c1ccc(C)cc1	1	1	96	0	12	96	0.6	0	97	0	0
CC(=O)Nc1ccc(NC(=O)CCn2cnnn2)cc1	-9	-1	107	-1	9	107	0.3	-2	106	-11	-3
CCn1ncc([N+](=O)[O-])c1C(=O)Nc1ccc(C(=O)N2CCCCC2)cc1	-6	0	101	-3	10	98	0.1	-4	100	-1	-2
O=C(Cc1ccccc1)N1CCN(S(=O)(=O)c2ccc([N+](=O)[O-])cc2)CC1	0	12	102	-6	14	109	0.8	-1	103	-3	-6
CCc1cc2c(=O)c(-c3nc4ccccc4n3C)coc2c(CN2CCOCC2)c1O	-7	9	90	-16	15	86	2.8	-6	96	-6	-12
CC(=O)Nc1ccc(NC2=Nc3ccccc3N3C2=Nc2c(c(C)nn2-c2ccccc2)C3c2ccccc2)cc1 (configuration not stated)	4	0	89	2	9	90	0.8	-7	94	0	4
CC(OC(=O)c1oc2ccccc2c1COc1ccccc1)C(N)=O (configuration not stated)	-2	2	103	-2	76	99	-0.1	-1	102	-3	-3
Cc1onc(COc2ccccc2O)c1Br	-1	1	100	-1	18	100	0.2	-4	99	-2	-1
COC(=O)c1sc(NC(=O)c2csc3c2CCCC3)nc1C	0	0	86	-2	26	92	-0.2	0	93	-2	0
CCc1c(C)nc2[nH]nc(NC(=O)C(F)(F)F)n2c1=O	-12	0	83	-7	30	80	0.0	-7	82	-10	-17
Cc1cc(C)c2[nH]c(=O)c(CN(CC3CCCO3)C(=S)NCc3ccco3)cc2c1 (configuration not stated)	-7	5	99	-9	14	97	2.9	-12	99	-5	-7

The closing 3 compounds of the part above open the next one:
SMILES	Bim-Bcl-XL	ABCG2 block	RGS4-Gao reg	Bfl-1 Bim block	GSH bead fluor	RGS7-Gao reg	ABCB1 block	Bim-Bcl-B	RGS8-Gao	Bcl-W Bim block	Bcl-2 Bim block
COC(=O)c1sc(NC(=O)c2csc3c2CCCC3)nc1C	0	0	86	-2	26	92	-0.2	0	93	-2	0
CCc1c(C)nc2[nH]nc(NC(=O)C(F)(F)F)n2c1=O	-12	0	83	-7	30	80	0.0	-7	82	-10	-17
Cc1cc(C)c2[nH]c(=O)c(CN(CC3CCCO3)C(=S)NCc3ccco3)cc2c1 (configuration not stated)	-7	5	99	-9	14	97	2.9	-12	99	-5	-7
CC(=O)c1ccc(NC(=O)CC(NCCC2=CCCCC2)C(=O)O)cc1 (configuration not stated)	-2	3	99	-1	9	98	0.7	-4	100	-1	-4
CCc1ccc(N2CC34C=CC(O3)C(C(=O)OC(C)C)C4C2=O)cc1 (configuration not stated)	-11	8	100	-8	14	97	0.3	-10	99	-8	-6
Cc1ccc(/C=C/C(=O)Nn2cnnc2)cc1	3	1	104	-10	22	102	0.3	-5	103	0	-2
O=C(NNc1ncnc2c1cnn2-c1ccccc1)c1ccco1	-1	4	97	-3	15	97	0.4	-2	102	0	0
COC(=O)c1c(NC(=O)CN2CCN(Cc3ccc4c(c3)OCO4)CC2)sc(C)c1C	-2	-1	97	0	15	101	0.3	-1	99	0	2
O=C(Nc1ncn[nH]1)c1cc(S(=O)(=O)Nc2ccc(Cl)cc2)ccc1Cl	-4	2	101	-1	7	101	0.2	-3	102	-4	-3
CCn1nnc(NC(=O)C(c2ccccc2)c2ccccc2)n1	-5	1	102	-6	14	101	0.1	-8	101	-5	-5
COc1ccc(C(C)=O)cc1CSc1nnc(-c2ccncc2)n1C	-1	6	100	-4	14	?	0.8	-3	100	0	-2
CCCCN(CCCC)C(=O)C[n+]1cccc(/C=N/O)c1	-1	1	94	-3	12	103	0.1	-3	98	-1	0
CC(C)CC(=O)N[C@H](C(=O)N[C@H](C(=O)N[C@@H](CC(C)C)[C@@H](O)CC(=O)N[C@@H](C)C(=O)N[C@@H](CC(C)C)[C@@H](O)CC(=O)O)C(C)C)C(C)C	-2	-2	101	0	19	99	-0.8	-2	102	-2	-1
Cc1ccccc1S(=O)(=O)Nc1nc2ccccc2nc1N1CCOCC1	-5	0	101	0	19	102	-0.2	0	102	-2	-1
Cc1ccc(NCN2C(=O)C(=O)c3ccccc32)nc1	0	13	104	0	17	106	1.4	9	122	2	-5
CC/C(=C\C(=O)c1ccncc1)Nc1ccc(Br)cc1	-8	1	106	-5	51	103	0.4	-6	106	5	-4
O=C(Nc1ccc(Cc2ccncc2)cc1)c1ccc(Cl)c([N+](=O)[O-])c1	0	1	/	-10	15	/	0.1	-8	/	1	-8
CCOc1ccc(-c2nc(CSc3nncs3)cs2)cc1OC	-3	-1	105	-8	28	103	-2.5	-10	106	-3	-1
COC(=O)CSC(=S)N1CCCC(C)C1 (configuration not stated)	0	0	94	4	15	96	0.2	0	99	3	0
CN(C)C(=O)c1ccc(NC(=O)c2cccnc2)cc1	0	1	100	-4	16	99	0.3	-1	105	4	-3
CN1C(=O)/C(=C2/C=Cc3ccccc3N2CCCS(=O)(=O)O)SC1=S	-3	19	100	-11	31	99	4.3	-8	99	2	-6
O=c1[nH]c(NCc2ccco2)nnc1Cc1ccccc1Cl	-5	6	102	-3	11	101	0.8	-7	102	7	0
CCn1c(CNC(=O)c2cccs2)nnc1SCC(=O)Nc1ccc(Cl)cc1	-4	24	113	0	14	107	2.1	-4	112	0	0
Cc1cc(=O)cc(C)n1-c1ccccc1N1CCOCC1	1	1	98	0	16	103	0.2	1	99	0	-3
Nc1ncc2c(n1)CC(c1ccco1)CC2=O (configuration not stated)	-18	1	99	-17	30	97	-0.2	-10	98	-3	-12
CC1CC(C)CN(CC(=O)N2CCc3[nH]c4ccccc4c3C2)C1 (configuration not stated)	-2	0	97	-1	4	104	0.2	0	96	-4	-1
CS(=O)(=O)N(CC(=O)NCc1ccco1)c1cccc([N+](=O)[O-])c1	-2	0	98	-2	18	?	0.1	-4	98	-3	-1
CCOC(=O)c1ccc(/C=C2/C=C(c3ccccc3)N(c3ccc(Cl)c(C(=O)O)c3)C2=O)cc1	-5	2	98	1	11	98	1.3	0	99	0	4
CCC1(C(=O)OC)NC(c2ccco2)C2C(=O)N(c3ccc(F)cc3)C(=O)C21 (configuration not stated)	0	4	103	-4	26	99	0.6	0	108	5	0

An excerpt from above, reduced to ABCG2 block.
mol | ABCG2 block
Cc1cc(=O)cc(C)n1-c1ccccc1N1CCOCC1 | 1
Nc1ncc2c(n1)CC(c1ccco1)CC2=O (configuration not stated) | 1
CC1CC(C)CN(CC(=O)N2CCc3[nH]c4ccccc4c3C2)C1 (configuration not stated) | 0
CS(=O)(=O)N(CC(=O)NCc1ccco1)c1cccc([N+](=O)[O-])c1 | 0
